TCR activator: Activators of T cell receptors: qHTS campaign; Potency, µM (series often up to 9.22 µM), inactives show top-dose activation of IL-2 secretion, usual class: activators; 330,000 tested, under 10 active; primary human leukocytes, anti-CD3, IL-2 HTRF, 48 h; also: % of control where 0% means no effect
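Primary human leukocytes incubated 48 hr with anti-CD3 beads plus compound, without co-stimulation. Secreted IL-2 measured by HTRF (europium cryptate/d2 anti-IL-2 pair, 320 nm excitation, 665 nm emission).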
Tb PFK inh: qHTS Assay to Find Inhibitors of T. brucei phosphofructokinase; 0.17% of 330,000 active; ATP-dependent 6-phosphofructokinase (Trypanosoma brucei brucei), O15648; T. brucei PFK, ADP-Glo luminescence; Potency, µM (titrated, usually from 57.5 µM), inactives show at the top dose activity, negative = inhibition, most hits filed as inhibitors; AID 485367, 2010;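 also: potency is read from the fitted curve at half-maximal effect; 0% = uninhibited 1x PFK enzyme wells and -100% = no-enzyme wells; nearly all actives have a fitted effect of over 60% in size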
Target sequence (O15648 whole entry, looked up): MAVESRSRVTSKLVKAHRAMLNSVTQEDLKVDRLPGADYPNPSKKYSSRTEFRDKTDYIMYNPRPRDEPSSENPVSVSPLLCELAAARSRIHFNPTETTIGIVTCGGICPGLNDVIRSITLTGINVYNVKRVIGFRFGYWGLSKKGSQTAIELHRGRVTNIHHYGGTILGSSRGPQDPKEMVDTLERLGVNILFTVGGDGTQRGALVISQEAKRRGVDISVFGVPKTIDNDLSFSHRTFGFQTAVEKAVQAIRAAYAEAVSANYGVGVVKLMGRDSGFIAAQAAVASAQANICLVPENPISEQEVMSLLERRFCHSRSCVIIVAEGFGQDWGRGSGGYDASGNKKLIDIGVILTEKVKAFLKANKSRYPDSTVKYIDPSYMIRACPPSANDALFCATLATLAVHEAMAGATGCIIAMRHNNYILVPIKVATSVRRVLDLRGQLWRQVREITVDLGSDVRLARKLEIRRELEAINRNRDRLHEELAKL
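Compounds were pin-transferred as a titration series up to 57 uM into substrate buffer (0.5 mM F6P, 0.1 mM ATP, pH 8.0), then 1.25 nM PFK was added and reactions ran 45 min before ADP-Glo detection.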
Giardia kill: Small Molecules that selectively kill Giardia lamblia: qHTS; activity change, % at 7.66 µM, hits read low; Giardia lamblia trophozoite viability; 0.15% of 340,000 active; in the data active = activity change below about -80%; inconclusive = between about -30% and that limit;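 also: parasites exposed to compound for two days anaerobically before the ATP read; % is scaled to controls: 0 for no effect and ±100 for the full control effect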
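ATP-content bioluminescence gauges trophozoite survival. Cells (100/well) receive compound and incubate anaerobically for 48 hrs at 37 deg C; detection reagent follows for 15-30 min at room temperature.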
AT treatment: qHTS Assay for Identifying a Potential Treatment of Ataxia-Telangiectasia; 0.19% of 320,000 active; Potency, µM (top dose mostly 57.5 µM), inactives show at the highest dose activation, usual class: activators; […] A-T fibroblasts, KAP-1 phosphorylation AlphaLISA; neocarzinostatin DNA damage 30 min before lysis; AID 485349, 2010; also: potency is read from the fitted curve at half-maximal effect; % of control where 0% means no effect; nearly all actives have a fitted effect of over 45% in size
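hTERT-immortalized A-T patient fibroblasts ([…]), 500 cells/well in OPTI-MEM, 1% FBS, got compounds for 60 min, then NCS for 30 min at 37C. Lysates were then assayed for phospho-KAP-1 by AlphaLISA (anti-pKAP1 donor, anti-KAP1 acceptor beads), 6 hr at 25C.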
CXXC DNA block: qHTS Fluorescence Polarization Assay for Inhibitors of MLL CXXC domain - DNA interaction; MLL-CXXC / FITC-HOXA9 DNA fluorescence polarization; Potency, µM (doses to about 115 µM), without a hit: at the highest dose activity change, negative = inhibition, actives largely listed as inhibitors; 0.037% of 290,000 active; AID 2662, 2010; active = well fitted inhibition curve with a large enough effect in the polarisation, with a control signal flat, not every such curve was filed as active; inconclusive = small, poorly fitted or top-dose-only effect, or effect the other way, or a change in a side signal; inactive = no such curve, though single readings can be large or run the other way; the % refers to the polarisation; also: potency is read from the fitted curve at half-maximal effect
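Fluorescence polarization: 7 uM MLL-CXXC (stock) preincubated 5 min with compounds, then 50 nM fluorescein-HOX-A9 DNA (stock) added; 30 min ambient. Buffer 50 mM Tris-HCl pH 7.5, 50 mM NaCl, 1 mM DTT, 0.05% BSA.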
Chronic BCR inh: qHTS Assay to Find Inhibitors of Chronic Active B-Cell Receptor Signaling. ABC-DLBCL IkBa-CBG/CBR reporter, luminescence ratio, 4 h. Potency, µM (highest dose often 46.1 µM), for the others: at the top dose ratio change, negative = lower green/red ratio, actives largely listed as inhibitors. 0.05% of 340,000 active. AID 493014, 2011; active = well fitted inhibition curve with a large enough effect in the signal ratio, with a control signal flat, not every such curve was filed as active; inconclusive = small, poorly fitted or top-dose-only effect, or effect the other way, or a change in a side signal; the % refers to the signal ratio;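 also: potency is read from the fitted curve at half-maximal effect; plate controls were basal doxycycline-induced cells for no effect and cells given 10 µM MG132 for full effect; MG132 reads +100%, hits lower the ratio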
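Concentration-response series (up to 46 uM) were applied to TMD8 dual-reporter cells for 4 h at 37C with doxycycline. Green/red ratio, after filter-overlap correction, defined %Activity; red signal alone was normalised to basal cells and zero luminescence.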
FBPA coupling cs: qHTS Assay for Inhibitors of Fructose-1,6-bisphosphate Aldolase from Giardia Lamblia: Coupling assay counterscreen; coupling enzyme system counterscreen, AmpLite Red fluorescence; activity change, negative = inhibition, % at 58.2 µM, hits read low; 0.67% of 290,000 active; AID 2472, 2010; in the data active = activity change below about -30%; also: % is scaled to controls: 0 for no effect and ±100 for the full control effect
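First, compound is pin-transferred into glyceraldehyde-3-phosphate coupling-enzyme reagent at 57.5 uM final and held 10 min at RT. Next, substrate, coupling system and AmpLite Red are added. After 20 min RT, fluorescence (525/598 nm) is read.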
GALK inh: qHTS Assay for Inhibitors of Human Galactokinase (GALK) | P51570 | AID 1868, 2009 | 0.007% of 270,000 active | Purified GALK, Kinase-Glo residual ATP luminescence | Potency, µM (highest dose often 57.5 µM), inactives show at the top dose activity change, negative = inhibition, actives largely listed as inhibitors; also: potency is read from the fitted curve at half-maximal effect; % is scaled to controls: 0 for no effect and ±100 for the full control effect
Target sequence (P51570 whole entry, looked up): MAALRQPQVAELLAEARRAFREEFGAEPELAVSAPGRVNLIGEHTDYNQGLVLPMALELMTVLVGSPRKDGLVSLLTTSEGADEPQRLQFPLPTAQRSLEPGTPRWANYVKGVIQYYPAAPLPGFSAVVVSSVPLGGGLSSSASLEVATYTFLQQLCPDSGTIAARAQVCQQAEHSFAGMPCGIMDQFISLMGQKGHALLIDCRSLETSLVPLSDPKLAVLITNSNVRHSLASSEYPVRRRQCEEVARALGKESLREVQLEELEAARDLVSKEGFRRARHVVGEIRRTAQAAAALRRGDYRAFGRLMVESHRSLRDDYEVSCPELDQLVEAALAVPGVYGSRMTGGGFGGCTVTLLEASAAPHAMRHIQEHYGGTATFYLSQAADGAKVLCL
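Luminescence from leftover ATP (Ultra-Glo luciferase/luciferin) served as read-out after a 1 h room-temperature reaction of 5 nM GALK with 35 uM ATP and 100 uM galactose.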
KCNH2 WT inh: qHTS for Inhibitors of KCHN2 3.1: Wildtype qHTS | Voltage-gated inwardly rectifying potassium channel KCNH2 (Homo sapiens), Q12809 | U2OS, BacMam KCNH2, thallium flux FluxOr; active compounds read low | activity change, % at 1.84 µM | 0.37% of 340,000 active | AID 720551, 2013;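 active = maximum activity change below -70%; inconclusive = maximum activity change between -70% and -50%; inactive = maximum activity change above -50%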; also: % is scaled to controls: 0 for no effect and ±100 for the full control effect
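U2OS cells were transduced with wild-type KCNH2 virus (2.03 x 10^8 / mL) for 4 h at room temperature, then cultured overnight at 37 C. Thallium flux was read with FluxOr dye. Rate constants were normalized to DMSO controls.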
TSHR antag: Antagonists of the Thyroid Stimulating Hormone Receptor: HTS campaign. TSHR-expressing cells, TSH-stimulated cAMP HTRF, 2 h; active compounds read low. activity change, negative = inhibition, % at 11.5 µM. Thyrotropin receptor (Homo sapiens), P16473. AID 504810, 2011. 0.2% of 330,000 active;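 active = activity change below a set negative limit, meaning inhibition stronger than a set level, cut at about -70% in these data; inconclusive = activity change between two set negative limits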; also: % is scaled to controls: 0 for no effect and ±100 for the full control effect
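Competitive HTRF cAMP read-out (cryptate anti-cAMP antibody, cAMP-d2; 30 min, room temperature) in freshly harvested TSHR cells. Compounds added before TSH at EC80 (4nM final), followed by 2 hours' incubation at 37 deg C.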
* = called active by the depositor; ? = inconclusive; . = no result given; [ ] = remark or other dose. Unless noted, calls follow the shape of the dose curve; as a rule, active = well fitted curve in the direction sought with a large enough effect; inconclusive = small, poorly fitted or top-dose-only effect, or another doubt; inactive = no such curve, though single readings can be large; an effect the other way counts as inactive or inconclusive.

SMILES	TCR activator	Tb PFK inh	Giardia kill	AT treatment	CXXC DNA block	Chronic BCR inh	FBPA coupling cs	GALK inh	KCNH2 WT inh	TSHR antag
COc1ccc(N(CC(=O)NCc2ccc(Cl)cc2)S(=O)(=O)c2c(C)n[nH]c2C)cc1	3%	2%	14	-2%	-1%	-6%	1	0%	4	4
CC(C)(C)C(=O)Nc1nnc(SCc2cccc(F)c2)s1	-24%	-3%	16	-2%	6%	18%	0	1%	-1	14
O=C(c1ccsc1)N1CCCC(N2CCN(c3cccc(C(F)(F)F)c3)CC2)C1 (configuration not stated)	3%	3%	-18	2%	-2%	?	.	-1%	46	-8
CC1CN(C(=O)c2cc3ccccc3oc2=O)CC(C)O1 (configuration not stated)	-1%	-4%	3	16%	3%	2%	2	6%	-6	-6
Cc1ccc(N(C(=O)CS(=O)CC(=O)Nc2ccc(F)cc2)C(C)C(=O)NC(C)(C)C)cc1 (configuration not stated)	-2%	-5%	3	5%	4%	1%	1	-1%	-17	8
Cn1c(Cn2c(=O)sc3ccccc32)nnc1SCc1cccnc1	-2%	0%	14	0%	-5%	13%	3	2%	-4	7
Nc1cc(=O)[nH]c(SCCSc2ccccc2F)n1	1%	1%	9	0%	7%	?	0	1%	4	-8
COc1cccc(NC(=O)Cn2c3ccccc3c3nc4n(c(=O)c32)CCCS4)c1	0%	1%	6	2%	3%	-12%	.	6%	13	2
Cc1cccc(C(=O)OCC(=O)NCCCc2ccccc2)c1	7%	-5%	-4	4%	1%	3%	-1	-1%	-4	-4
COc1ccc(C(=O)Nc2ccc(C(=O)Nc3cccc(C)c3)cc2)cc1	-3%	0%	-28	6%	-3%	0%	.	4%	-1	12
CC(N)c1ccc(Cl)cc1Cl (configuration not stated)	-5%[46.1 µM]	4%	-21	2%	4%	0%	0	1%	2	7
CSc1ncc(CN2CCN(C3CCCCC3)C(CCO)C2)cn1 (configuration not stated)	2%	-1%	-9	6%	3%	-26%	1	4%	2	-4
CC(O)[C@@H](NC(=O)C1CCC(CNC(=O)[C@H](Cc2ccccc2)NC(=O)OC(C)(C)C)CC1)C(=O)O (some centres not stated)	-1%	2%	-15	-7%	-6%	5%	4	2%	0	5
CCOP(=O)(OCC)c1nc(-c2ccc(OC)cc2)oc1N1CCOCC1	4%	3%	-3	-27%	-3%	?	-2	-3%	43	-11
COc1ccc(-c2ncn(CCC#N)c2[N+](=O)[O-])cc1	.	-3%	?	0%	2%	2%	-2	8%	9	15
c1ccc2c(c1)oc1c(NCC3CCCO3)ncnc12 (configuration not stated)	-1%	2%	10	0%	-13%	10%	1	2%	-6	10
COc1cc2c(cc1OC)CN(S(=O)(=O)/C=C/c1ccccc1)CC2	-8%	-9%	-15	-1%	8%	1%	1	.	3	4
COc1ccc(NC(=O)CN(C)C(=O)Cc2n[nH]c(=O)c3ccccc23)cc1	4%	-8%	-7	-16%	.	2%	.	.	2	8
CS(=O)(=O)Nc1ccc(C(=O)NCCSc2ccc(Cl)cc2)cc1	0%	-6%	19	17%	0%	-18%	0	0%	8	10
CC(C)CC(CCc1ccccc1)OS(N)(=O)=O (configuration not stated)	3%	1%	17	-7%	11%	8%	0	.	12	-11
COc1ccccc1CN1C(=O)CNC1=S	-4%	2%	9	-6%	-7%	3%	0	-3%	24	4
C=CCC[C@@H](Cc1ccc(F)cc1)C(=O)OCCNC(=O)[C@@H](CC=C)CC(=O)N[C@@H](CO)Cc1ccccc1	2%	0%	30	4%	.	-1%	.	.	-2	-15
O=C(NC1CCCCC1)c1ccccc1NC(=O)C1CC(=O)N(c2ccccc2)C1 (configuration not stated)	-8%[46.1 µM]	-2%	-7	.	0%	-6%	2	0%	3	-6
CN(C)CCCN(C(=O)c1ccc(S(=O)(=O)N2CCc3ccccc3C2)cc1)c1nc2ccc(F)cc2s1	.	26%	17	0%	14%	?	1	-4%	?	-6
COC(=O)c1cc(NC(=O)c2c(Cl)nc3sccn23)cc(C(=O)OC)c1	-3%	2%	6	5%	5%	-1%	4	3%	5	13
CCCOc1ccccc1Cn1c(=O)oc2ccccc21	0%	2%	-25	?	-12%	0%	0	7%	-4	-13
COc1ccc(S(=O)(=O)N(CC(N)=O)C2CCCCC2)cc1Cl	-6%	0%	-13	14%	1%	0%	-2	4%	-2	-4
Cc1ccc(S(=O)(=O)CC(O)CN2CCCC2=O)cc1 (configuration not stated)	-1%	0%	-6	15%	-12%	-1%	0	-1%	1	5
CCCCSc1nnc([C@H](C)NC(=O)OC(C)(C)C)o1	-7%	-1%	-6	.	1%	1%	5	-1%	-13	-8
COc1ccc(CNCC(O)(c2ccc(Cl)cc2)c2ccc(Cl)cc2)cc1OC	-2%	-5%	-3	4%	3%	?	0	-1%	-10	4
CCN(c1ccccc1)S(=O)(=O)c1cccc(C(=O)NCC(c2cccs2)N2CCOCC2)c1 (configuration not stated)	-1%	-4%	7	11%	.	11%	.	.	4	-7
CCN(CC(=O)Nc1cc(Cl)ccc1C)C(=O)C1CCCCC1	7%	-4%	-5	-1%	5%	?	-3	-1%	-4	0
CCOc1ccc(S(=O)(=O)N(C)CC(=O)N2CCCC2)cc1	2%	-3%	-18	2%	-3%	2%	1	-4%	-9	-5
O=C(COC(=O)c1ccccc1C(=O)c1ccccc1)NCc1ccc(F)cc1	2%	2%	-6	3%	4%	-14%	-1	-1%	-14	-1
Cc1cccc(NC(=O)Nc2ccc(C)cc2Br)c1	1%[46.1 µM]	0%	-18	8%	5%	-9%	3	-3%	4	0
O=C(Cc1ccc(F)cc1)NC1CCS(=O)(=O)C1 (configuration not stated)	-3%	-10%	-10	-7%	.	-5%	.	.	0	22
CCC1CCCCN1CCCNC(=O)c1cn(CC(C)C)c(=O)c2cc(OC)c(OC)cc12 (configuration not stated)	.	-8%	10	-2%	6%	-13%	-9	-3%	2	23
CCOC(=O)/C(C(N)=NC(C)C)=C(\O)c1ccccc1	1%[46.1 µM]	2%	18	1%	3%	-3%	2	1%	-2	-6
O=C(c1ccc2nc(Cc3cccc(Cl)c3)oc2c1)N1CCC[C@H]1CO	-1%	-12%	?	-1%	4%	2%	.	1%	5	-8
COC(=O)c1ccc(CN2CCCC(C(=O)Nc3cccc(-n4cccn4)c3)C2)cc1 (configuration not stated)	9%	2%	-2	-2%	17%	?	.	-9%	0	-1
CCOCCCNC(=O)c1cc2sc(Cl)cc2n1CC	1%	1%	63[activator]	1%	11%	7%	-1	2%	-11	5
O=C(NCC(c1cccs1)N1CCOCC1)c1cc([N+](=O)[O-])ccc1Cl (configuration not stated)	0%[46.1 µM]	0%	-14	-5%	22%	4%	4	-1%	0	14
O=C(Nc1cccc(Cl)c1)C1CCCCC1	7%	0%	3	4%	.	-2%	.	.	-1	12
CCOC(=O)NN=C1CN(S(=O)(=O)c2ccc(C)cc2)C1	4%	0%	4	-2%	5%	-7%	2	9%	-2	-4
O=C(Nc1ccc(N2CCN(C(=O)c3ccccc3F)CC2)cc1)c1ncn[nH]1	1%	0%	-3	3%	3%	?	1	0%	15	-4
COc1ccc(C(=O)OCC(=O)c2ccc3c(c2)NC(=O)CO3)cc1S(=O)(=O)N1CCOCC1	8%	0%	-6	20%	.	-2%	.	.	3	-16
CCOc1ccc2nc(NC(=O)CN3CCN(C)CC3)sc2c1	-1%	-6%	3	-8%	12%	2%	1	-4%	-6	22
ClCC1CN(Cc2ccccc2Cl)CCO1 (configuration not stated)	-24%	1%	-13	2%	8%	1%	3	5%	-13	-2
N#CCCn1cc(/C=N/N=C2\NC(=O)C(CC(=O)O)S2)c(-c2ccc(F)cc2)n1 (configuration not stated)	0%	0%	-16	4%	-2%	?	2	0%	0	5

Assay outcomes: PubChem, National Center for Advancing Translational Sciences (NCATS)

Compounds were not picked by outcome, and some 1.6% of all compounds hit somewhere here.
